APJ agonist: agonists of human apelin receptor APJ, primary screen, CHO-K1 cells, PathHunter beta-arrestin, luminescence | P35414 | 0% DMSO wells, 100% apelin | activation, % at 20 µM | 330,000 compounds, 0.11% hits;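 active means activation more than six SD over the plate average, tested at 20 µM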;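 further: 0% = DMSO alone and 100% = apelin-13 at 10 nM; some results filed as inactive read as strong as hits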
Target sequence (P35414 whole entry, looked up): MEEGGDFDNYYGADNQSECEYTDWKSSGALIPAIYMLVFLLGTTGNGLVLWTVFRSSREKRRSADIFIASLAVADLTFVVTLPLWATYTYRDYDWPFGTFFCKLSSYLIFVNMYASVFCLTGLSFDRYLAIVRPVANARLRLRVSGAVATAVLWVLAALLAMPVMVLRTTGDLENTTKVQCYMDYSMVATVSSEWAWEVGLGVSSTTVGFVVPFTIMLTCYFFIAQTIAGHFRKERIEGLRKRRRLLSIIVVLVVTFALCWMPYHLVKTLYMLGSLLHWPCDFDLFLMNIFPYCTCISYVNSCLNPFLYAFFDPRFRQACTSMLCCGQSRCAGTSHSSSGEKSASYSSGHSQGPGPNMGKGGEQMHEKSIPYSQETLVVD
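Assay system: CHO-K1 cells stably expressing ProLink-tagged human APJ and arrestin–beta-gal acceptor. Compound dosing: 20 µM single point, 1% DMSO. Times: 16-18 h seeding, 90 min dark compound exposure, 60 min detection. Detection: beta-gal luminescence. Evaluation: APJ–arrestin association signal. Controls: negative DMSO alone, positive Apelin-13 at 10 nM.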
APJ antag: antagonists of human apelin receptor APJ, primary screen, CHO-K1 cells, beta-arrestin complementation, luminescence | P35414 | inhibition, % at 20 µM | 330,000 compounds, 0.32% hits | AID 2521, 2010;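 active means inhibition above about 40% at 20 µM, limit read from the data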;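 further: cells challenged with 10 nM apelin-13 agonist together with compound; plate controls were apelin-13 plus DMSO wells for no effect and DMSO wells lacking apelin-13 for full effect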
MIN6 prolif: inducers of MIN6 beta-cell proliferation, primary screen, ATP luminescence, uHTS. MIN6 cells proliferation, ATPlite luminescence, 48 h; cells starved in 0.2% serum; 100% = growth in 10% serum. proliferation, % at 10 µM. 330,000 compounds, 0.29% hits. AID 2380, 2010;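 active means compounds whose signal lies at least 3.5 SD above the mean of all wells on their plate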;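 further: 0% = DMSO-treated cells in low-serum medium and 100% = 10% serum control; some compounds called inactive have numbers as strong as hits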
TIM10 inh: growth inhibitors of isogenic TIM10 control yeast, primary screen, counter-screen for tim10-1 yeast inhibitor project, luminescence, uHTS; S. cerevisiae TIM10 strain growth, BacTiter-Glo luminescence, 24 h; inhibition, % at 10 µM; 330,000 compounds, 1.4% hits; AID 463195, 2010;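 active means inhibition of 40% or more at the single tested concentration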;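 further: wild-type TIM10 isogenic control strain grown at permissive 25 °C; 0% = DMSO yeast wells and 100% = minimal medium wells without yeast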
MPTP block: mitochondrial permeability transition pore inhibitors, primary screen, biochemical, isolated mouse mitochondria, absorbance. inhibition, % at 10 µM. 360,000 compounds, 1.4% hits. Ca2+ swelling absorbance, 30 min. AID 602449, 2012;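 active means inhibition of 50% or more, scaled per plate between neutral and stimulator controls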;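 further: 0% = DMSO wells given calcium and 100% = 1 mM EGTA wells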
tim23-1 inh: growth inhibitors of tim23-1 mutant yeast, primary screen, luminescence, uHTS. S. cerevisiae tim23-1 growth, BacTiter-Glo luminescence, 24 h. inhibition, % at 20 µM. 330,000 compounds, 1.3% hits. AID 463212, 2010;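 active means growth inhibition of the mutant yeast at or above 50%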;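 further: temperature-sensitive mutant grown at 25 °C; plate controls were DMSO-treated mutant yeast for no effect and medium wells lacking yeast for full effect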
NALP3 yeast inh: NALP3 inflammasome inhibitors in reconstituted yeast, primary screen, luminescence, uHTS. Yeast reconstituted NLRP3/ASC/caspase-1, beta-gal luminescence, 24 h. inhibition, % at 10 µM. 330,000 compounds, 0.39% hits. AID 2825, 2010;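 active means inhibition of 50% or more; inactive means inhibition below 50%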;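 further: plate controls were induced DMSO wells for no effect and uninduced yeast grown without galactose for full effect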
GRIN3A LBD mod: binders of NR3A ligand-binding domain, primary screen, biophysical, differential scanning fluorimetry, uHTS; Tm shift relative to glycine control, % at 25 µM; NR3A LBD differential scanning fluorimetry, Tm shift; 0% = protein alone, 100% = glycine-bound protein; 340,000 compounds, 2.5% hits; Glutamate receptor ionotropic, NMDA 3A (GRIN3A) ligand-binding domain; AID 1259313, 2017;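 active means melting temperature shift of at least 10% of the positive control shift, at one fixed dose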
tim10-1 inh: growth inhibitors of tim10-1 mutant yeast, primary screen, luminescence, uHTS. S. cerevisiae tim10-1 ts strain growth, BacTiter-Glo, 24 h. inhibition, % at 20 µM. 330,000 compounds, 2.2% hits. AID 463190, 2010;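 active means inhibition of at least 40%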;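 further: mutant grown at 25 °C; 0% = DMSO wells with yeast and 100% = wells holding no yeast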
Starred values were filed as active, the others as inactive; x = no result given; & = joins results of further samples.

cpd	smiles	APJ agonist	APJ antag	MIN6 prolif	TIM10 inh	MPTP block	tim23-1 inh	NALP3 yeast inh	GRIN3A LBD mod	tim10-1 inh
1	O=S(=O)(Nc1cccc(S(=O)(=O)N2CCCC2)c1)c1ccc(F)cc1	-5	1	3	-1	-0.9	18	8	1	9
2	O=c1c2ccccc2nnn1CSc1nnc(COc2ccc(Cl)cc2)n1Cc1ccco1	0	-1	-3	-31	0.6	-6	12	1	5
3	C=CCNC(=O)C1CC(=O)N(c2ccc(OCC(=O)Nc3ccc(CC)cc3)cc2)C1 (centres undefined)	4	3	-3	0	1.4	-5	11	1	-1
4	CCc1noc(C)c1C(=O)N1CCN(S(=O)(=O)c2c(C)c(C)cc(C)c2C)CC1	5	9	14*	-5	-3.1	12	8	-1	-11
5	COc1ccc(CNC(=O)CNC(=O)c2ccc(Br)o2)cc1OC	-2	0	0	0	-0.4	9	4	0	-10
6	Cc1ccccc1C1CC(=O)NC2=C1C(=O)CCC2 (centres undefined)	-1	3	-3	2	0.8	8	21	0	-4
7	CN(C)c1ccc(/C=N/NC(=O)c2ccn(C)n2)cc1	-3	-9	-3	-15	1.0	1	12	-1	-6
8	CCC(CC)C(=O)N1CC(=O)Nc2ccc(Br)cc2C1c1ccccc1 (centres undefined)	-1	16	2	-5	-0.7	16	-2	-1	18
9	COc1ccc(S(=O)(=O)NCC2CCCN(C(=O)c3ccccc3)C2)cc1 (centres undefined)	-3	10	0	8	0.0	19	13	0	-2
10	CC(=Nc1ccccc1C(F)(F)F)c1ccncc1	-1	6	-3	-10	-0.4	11	11	-3	12
11	Cc1ccc(N(Cc2ccccc2O)C(=O)c2ccccc2F)cc1	-4	-2	1	6	0.4	30	-8	-3	-8
12	CCOC(=O)N1CCN(C(=O)CSc2nc3c([nH]c4ccccc43)c(=O)n2CC)CC1	0	0	6	3	-0.8	15	4	-1	6
13	CC(=O)OCC1=C(C(=O)O)N2C(=O)C(NC(=O)c3ccc(COc4ccc(Cl)cc4)o3)C2SC1 (centres undefined)	-3	-13	-2	20	-2.1	12	7	-1	4
14	O=C(Cc1ccc(Cl)cc1)NCCS(=O)c1ccc(Cl)cc1 (centres undefined)	-1	6	0	-4	-1.8	-4	18	-2	-16
15	O=C(CNC(=O)c1ccc(Cl)cc1Cl)OCC(=O)N1CCCC1=O	-5	25	0	-6	-2.3	0	22	3	-10
16	CCOc1cccc(N(C(=O)Cc2cccs2)C(C(=O)NC2CCCCC2)c2cccn2C)c1 (centres undefined)	-4	-6	-3	9	2.4	-32	16	-4	2
17	CCOC(=O)c1cc(/C(C)=N/OC(=O)c2ccc(Cl)cc2)on1	0	16	-1	-7	2.1	13	21	2	4
18	O=C(CSc1nnc(Cc2ccccc2)o1)N1CCCc2ccccc21	8	-15	-1	15	-0.8	27	15	-1	22
19	Cc1ccc(-n2c3c(cc(C(=O)NC4CCSC4=O)c2=O)C(=O)CC(C)(C)C3)cc1 (centres undefined)	4	8	-3	-3	-0.3	-1	-3	-1	-11
20	O=C(Nc1ccc(C(=O)N2CCOCC2)cc1)Nc1cccc(C(F)(F)F)c1	3	-13	-3	-10	2.3	15	13	-6	4
21	CCOC(=O)c1sc(NS(=O)(=O)c2ccc(C)cc2)nc1C	-2	-8	-3	9	-0.3	16	8	-8	-2
22	Cc1ccccc1C(=O)N1CCC(C(=O)OCC(=O)Nc2cccc([N+](=O)[O-])c2C)CC1	1	-2	5	4	-2.7	9	13	-1	2
23	CCN1CCCC1CNS(=O)(=O)c1c(C)cc(C)cc1C (centres undefined)	-2	20	-2	-13	0.0	0	12	0	13
24	CCOc1ccc(OCC)c(NC(=O)CN2CCC(NC(=O)c3cccc(F)c3)CC2)c1	1	0	-5	11	8.1	24	4	-5	26
25	Cc1ccc(N2C(=O)[C@@H]3[C@H](C2=O)[C@H]2C=CC=NN2[C@@H]3C(=O)Nc2ccccc2)cc1	-1	-5	-2	12	2.0	31	18	2	22
26	O=C(NCc1cccnc1)C1CCN(S(=O)(=O)c2cccnc2)CC1	-2	-9	-4	-8	-2.2	-3	13	5	10
27	Cc1nn(CC(=O)Nc2ccccc2C(F)(F)F)c(=O)c2cccn12	-6	-2	-1	4	-1.6	-2	10	1	4
28	O=C(NCC1CCCO1)c1cccc(S(=O)(=O)Nc2cccc(C(F)(F)F)c2)c1 (centres undefined)	-4	-6	2	-13	1.1	-5	10	-10	-14
29	Cc1ccc(C2c3c(oc4cc(C)c(C)cc4c3=O)C(=O)N2CCCN2CCOCC2)cc1 (centres undefined)	2	-4	-6	16	-2.5	23	18	1	29
30	Cc1ccc(-c2nnn(CC(=O)N(c3ccccc3)C(C(=O)NC3CCCC3)c3ccncc3)n2)o1 (centres undefined)	-5	-1	-2	-7	1.4	-4	10	-2	-5
31	NC(=O)c1sc2nc3c(c(-c4cccs4)c2c1N)CCCCC3	-1	6	4	18	0.2	9	16	-1	21
32	COc1ccc(CCNC(=O)C2CCN(S(=O)(=O)c3ccc4c(c3)oc(=O)n4C)CC2)cc1OC	-7	-2	0	2	-2.0	13	-14	1	15
33	CSc1ccccc1NC(=O)CSc1nnc(COc2ccccc2)o1	-2	7	-3	-15	1.2	-2	21	-2	-7
34	Cc1ccc(C(=O)Nc2ccc3nccnc3c2)cc1	-5	5	-4	37	1.0	33	49	-2	6
35	O=C(Cc1ccc(F)cc1)Nc1nnc(SCC(=O)N2CCCCC2)s1	-1	-21	0	-8	0.3	0	8	-1	11
36	CCOC(=O)C1(Cc2cccc(OC)c2)CCN(Cc2ccc(OC)c(OC)c2)CC1	-3	-16	-3	-18	-0.5	1	28	0	-13
37	CC(=O)NC(Cc1ccccc1)C(=O)NC(Cc1ccccc1)C(=O)O (centres undefined)	-1	-6	-1	-18	0.3	-1	14	1	-1
38	OC(CNCC1CCCO1)COc1ccc(OCC(O)CNCC2CCCO2)cc1 (centres undefined)	0	-21	-1	5	-1.9	9	16	0	8
39	O=C(O)c1cccc(NS(=O)(=O)c2ccc3c(c2)C(=O)c2ccccc2C3=O)c1	10	-36	-2	11	3.4	19	11	-5	27
40	CCOc1ccc2ccccc2c1/C=N/NC(=O)c1ccc(C)nc1	-1	18	0	28	1.1	18	43	-2	-7
41	COc1ccccc1CN(C)C(=O)c1cnc(C)cn1	-1	-2	-2	-6	-0.3	-4	5	-2	4
42	COc1ccc(S(=O)(=O)NN(C)C)cc1N(C)S(=O)(=O)c1ccc(Cl)cc1	-3	18	0	4	-0.1	5	4	5	15
43	Cc1ccc(NC(=S)NNC(=O)CCn2cc(C)cn2)cc1	-4	4	0	-6	-0.1	0	28	1	4
44	CN(C)c1ccc(C2OC(=O)C3(CCCC3)C(=O)C2(C)C)cc1 (centres undefined)	0	-17	-5	-4	-1.9	25	16	-2	5
45	O=[N+]([O-])c1ccccc1S(=O)(=O)NCc1ccco1	-3	-5	3	4	-1.1	9	22	-1	0
46	O=C(NCCc1ccc2c(c1)OCCO2)c1cc(S(=O)(=O)N2CCCC2)ccc1Cl	-6	8	3	-4	-0.5	9	12	0	18
47	COc1cc(/C=N\NS(=O)(=O)c2ccccc2)cc(OC)c1OC	0	27	-3	-7	-0.3	-10	25	0	-5
48	O=[N+]([O-])c1cc(/C=N/O)ccc1SCc1ccccc1Cl	-4	12	-1	35	3.3	16	14	0	47*
49	O=C(CSC1CS(=O)(=O)c2cc([N+](=O)[O-])ccc21)NNC(=O)c1ccccc1 (centres undefined)	6	-19	-6	7	2.2	10	5	1	3
50	CN1CCN(C(=O)c2cc3c(C(F)(F)F)nn(C)c3s2)CC1	-5	19	-1	8	0.0	12	10	0	13
51	Cc1nc(SCC(N)=O)c([N+](=O)[O-])[nH]1	-2	28	-2	-14	0.8	2	11	1	6
52	COC(=O)c1ccc(CNC(=O)COC(=O)COc2ccc(OC)cc2)cc1	-1	5	2	0	5.5	7	-7	0	21
53	C=CCn1c(N2CCCCCC2)nc2c1c(=O)n(C)c(=O)n2C	-4	4	-3	3	1.9	12	-1	-1	-6
54	O=C(OCC(O)COC(=O)c1cccnc1)c1cccnc1	-1	6	-3	-18	0.2	-16	5	-8	1
55	COc1cc2cc(CCCO)oc(=O)c2cc1OC	2	4	-3	-11	1.2	0	25	-2	-20
56	C1=C(c2sc3ccccc3c2-c2ccc(OCCN3CCOCC3)cc2)CCCC1	1	-37	-6	29	1.8	31	-3	8	27
57	Cc1ccc(S(=O)(=O)N(C)c2ccc(C(=O)Nc3ccc(C)cn3)cc2)cc1	-1	2	1	-7	-0.3	25	43	0	23
58	COc1ccc(OC)c(NC(=O)CSc2nnc3ccc(-c4ccncc4)nn23)c1	-1	-4	1	3	-1.4	12	7	-1	-12
59	O=C(O)c1cc(-c2ccccn2)n[nH]1	0	2	0	-1	-3.5	9	4	2	1
60	CN(C)CCC(c1ccccc1)c1ccccn1 (centres undefined)	-5	8	-3	-2	-2.0&-2.5&1.6	-4	15	5&0&-1	-11

Later entries.
cpd	smiles	APJ agonist	APJ antag	MIN6 prolif	TIM10 inh	MPTP block	tim23-1 inh	NALP3 yeast inh	GRIN3A LBD mod	tim10-1 inh
61	CCCN(C(=O)CSc1nnnn1-c1ccccc1OC)C1CCS(=O)(=O)C1 (centres undefined)	-5	18	2	1	0.3	1	7	-1	0
62	Cc1nc2ccccc2c(=O)n1CCCN1CCOCC1	1	-12	-2	-5	1.3	4	8	-1	4
63	COc1ccc(NC(=S)NN2C(C)CCCC2C)cc1 (centres undefined)	-2	1	-1	11	0.5	8	19	-7	6
64	N#Cc1ccc(Cn2c(=O)oc3ccccc32)cc1	-1	12	-2	-12	0.1	4	1	-2	6
65	CCCCCCN(C(=O)CCCCCN1C(=O)NC(c2ccc(-c3ccccc3)cc2)C(C(=O)OCc2ccccc2)=C1C)C(C)C(=O)NCCCC (centres undefined)	-4	15	-7	8	x	-4	9	x	3
66	Cc1ccc(NC(=O)Nc2ccc3c(c2)CCC3)cc1	1	11	0	16	1.3	8	32	8	-6
67	O=C(NC1(C(F)(F)F)C(=O)Nc2c1c(=O)[nH]c(=O)n2-c1ccccc1)c1ccncc1 (centres undefined)	-2	-37	-3	-3	-0.6	14	14	-1	9
68	O=C(Cn1cc(C(=O)COc2ccccc2)c2ccccc21)NCc1ccco1	-1	0	3	4	-6.0	-3	9	-3	-13
69	O=C(NCCCCc1ccccc1)Nc1cccc(F)c1	2	3	-6	16	56*	41	36	5	24
70	CC1=CS/C(=C(/C#N)C(=O)N2CCCCC2)N1c1ccccc1	-1	8	-4	2	-5.0	19	0	0	23
71	C#CCNC(=O)C1=C[C@H](c2ccc3c(c2)OCO3)[C@@H](CCCO)[C@H](OCC)O1	-6	10	1	-6	-0.5	14	14	0	8
72	COc1ccc(/C(O)=C2/C(=O)C(=O)N(CCN(C)C)C2c2ccc(C)cc2)cc1Cl (centres undefined)	-2	-6	-4	-6	1.2	5	22	2	12

Bioassay records: PubChem, Sanford-Burnham Center for Chemical Genomics
